From PubChem BioAssay
Arr AP2 block: inhibitors of beta-arrestin/AP2 binding, primary screen, biochemical, GPCR trafficking, flow cytometry. beta-arrestin 1 C-terminal peptide binding to AP2 beta2-adaptin appendage (human). FITC-arrestin peptide / GST-AP2 beads; AP2 beta2 appendage carries R879A mutation. inhibition, % at 10 µM. hit rate 0.31% among 340,000;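 active = inhibition above a set limit, near 3 SD of compounds lacking own fluorescence, cut at about 54% in these data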;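 also: plate controls were DMSO wells for no effect and 5 µM unlabelled arrestin peptide for full effect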
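system = GST-tagged AP2 beta2-adaptin appendage (R879A) on 4 µm glutathione beads | reagent = FITC-labelled arrestin peptide probe, 50 nM final | schedule = compound with beads 12 min RT, then probe 1 h RT | signal = HyperCyt-sampled flow cytometry, FL1 channel, ex 488/em 535 nm | read-out = percent response from loss of bead-bound FITC fluorescence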
dFosB act: activators of delta FosB homodimer, primary screen, biochemical, fluorescence polarization, TAMRA-CDK5 oligo, single point. activation, % at 25 µM. Protein FosB (Mus musculus), P13346. purified delta FosB; percent of positive-control signal above neutral wells. hit rate 0.99% among 340,000. AID 493131, 2011;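 active = mean activation above about 17%, with every replicate also reaching it, limit read from the data, passing the limit was not always enough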;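 also: fluorescence polarization rise as delta FosB binds a TAMRA Cdk5 AP-1 oligo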
PKA-R1A act: activators of PKA-R1A holoenzyme, primary screen, biochemical, fluorescence polarization, Cy5-IP20, bovine R1A, mouse PKAc; cAMP-dependent protein kinase type I-alpha regulatory subunit (Bos taurus) + …; PKA-R1A dissociation; scaled: DMSO 0%, 113 µM cGMP 100%; activation, % at 11.4 µM; hit rate 0.083% among 340,000; AID 504707, 2011;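 active = percent activation above the mean of all tested compounds plus 3 SD, cut at about 19% in these data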;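 also: higher means more PKAc released from R1A so a rise in polarization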
CDK5 inh: inhibitors of human CDK5/p35 kinase, primary screen, biochemical, single concentration. AID 488839, 2010. inhibition, % at 10 µM. Cyclin-dependent kinase 5 (Homo sapiens) + Cyclin-dependent kinase 5 activator 1 (Homo …. hit rate 0.01% among 330,000. Recombinant CDK5/p35, ADP-Glo luminescence, 60 min;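 active = highest replicate inhibition of at least 50% and at least 75% of replicates reaching 50%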;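 also: plate controls were DMSO neutral control for no effect and GW8510 at 10 µM for full effect; many of its hits are not listed in these tables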
NSD2 HMT inh: NSD2 histone methyltransferase inhibitors, primary screen, biochemical, AlphaScreen, single concentration, set 2 | NSD2 peptide methylation, 120 min | inhibition, % at 12.5 µM | hit rate 0.54% among 310,000; in the data active = inhibition above about 50%
Target sequence (O96028 whole entry, looked up): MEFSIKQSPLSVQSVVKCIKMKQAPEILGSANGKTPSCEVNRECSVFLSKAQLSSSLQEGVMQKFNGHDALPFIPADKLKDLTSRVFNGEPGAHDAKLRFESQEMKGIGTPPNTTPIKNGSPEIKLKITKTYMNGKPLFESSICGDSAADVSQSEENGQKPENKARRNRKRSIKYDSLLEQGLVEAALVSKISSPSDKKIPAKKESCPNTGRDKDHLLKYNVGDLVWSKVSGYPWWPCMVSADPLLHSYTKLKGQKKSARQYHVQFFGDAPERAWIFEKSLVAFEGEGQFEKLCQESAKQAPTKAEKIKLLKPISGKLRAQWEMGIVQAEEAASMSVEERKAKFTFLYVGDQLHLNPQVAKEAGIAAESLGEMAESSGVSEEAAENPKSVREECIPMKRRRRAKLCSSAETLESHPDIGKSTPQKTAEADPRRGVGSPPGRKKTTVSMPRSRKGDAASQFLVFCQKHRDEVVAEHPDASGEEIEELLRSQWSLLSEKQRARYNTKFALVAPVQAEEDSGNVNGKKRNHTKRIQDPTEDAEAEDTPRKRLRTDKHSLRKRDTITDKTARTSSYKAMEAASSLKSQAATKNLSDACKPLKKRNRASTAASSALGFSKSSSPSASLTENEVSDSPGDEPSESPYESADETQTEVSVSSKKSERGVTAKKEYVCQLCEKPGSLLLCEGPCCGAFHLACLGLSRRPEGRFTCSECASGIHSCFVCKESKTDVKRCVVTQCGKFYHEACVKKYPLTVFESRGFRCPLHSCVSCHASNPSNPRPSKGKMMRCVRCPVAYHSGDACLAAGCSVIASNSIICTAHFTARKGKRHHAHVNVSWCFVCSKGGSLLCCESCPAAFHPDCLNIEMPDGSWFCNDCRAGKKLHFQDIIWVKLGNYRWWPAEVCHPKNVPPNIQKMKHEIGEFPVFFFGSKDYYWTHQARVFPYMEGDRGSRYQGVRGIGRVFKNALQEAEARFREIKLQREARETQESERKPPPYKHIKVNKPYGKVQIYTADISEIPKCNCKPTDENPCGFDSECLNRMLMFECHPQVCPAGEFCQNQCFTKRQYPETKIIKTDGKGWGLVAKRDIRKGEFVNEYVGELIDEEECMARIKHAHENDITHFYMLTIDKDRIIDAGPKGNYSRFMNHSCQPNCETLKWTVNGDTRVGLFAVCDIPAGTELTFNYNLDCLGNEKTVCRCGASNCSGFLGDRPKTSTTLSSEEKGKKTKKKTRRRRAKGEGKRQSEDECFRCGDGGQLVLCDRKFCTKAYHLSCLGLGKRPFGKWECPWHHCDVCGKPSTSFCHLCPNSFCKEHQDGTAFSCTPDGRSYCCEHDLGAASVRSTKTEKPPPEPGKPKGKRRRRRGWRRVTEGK
DSG3 Ab inh: inhibitors of pemphigus antibody binding to DSG3, primary screen, biochemical, bead-based, flow cytometry, scFv-GFP | hit rate 0.48% among 310,000 | AID 588358, 2011 | binding (percent of control), % at 10 µM | DSG3-coupled beads, scFv-anti-DSG3-GFP binding; active compounds read low;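 active = binding more than 3 SD below its plate's average and above zero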;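 also: hits lower antibody fragment binding to DSG3; some compounds called inactive have numbers as strong as hits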
PKA-R2B activ: activators of PKA-R2B holoenzyme, primary screen, biochemical, fluorescence polarization, Cy5-IP20, human. cAMP-dependent protein kinase catalytic subunit beta (Homo sapiens) + cAMP-dependent …. activation, % at 11.4 µM. PKA-R2B holoenzyme dissociation; R2B truncated from residue 108, S112A mutant; 0% DMSO only, 100% 113 µM cGMP. hit rate 0.079% among 340,000. AID 504700, 2011;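 active = activation above a cutoff set at the mean over all compounds plus 3 SD, cut at about 18% in these data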;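 also: higher means more holoenzyme dissociation and a rise in polarization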
MITF TRPM1 HTS: activators of MITF-driven TRPM1 promoter reporter, primary screen, cell-based, SK-MEL-5, luciferase, single point. SK-MEL-5 TRPM1-promoter luciferase, 24 h; % of positive control, neutral wells = 0. activation, % at 12.5 µM. hit rate 0.75% among 300,000. AID 588334, 2011;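 active = mean activation of at least 80% with every replicate also reaching 80%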;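 also: 0% = neutral control wells and 100% = parthenolide positive control wells; values of inactives mirror those of a sister screen read the other way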
Mot1-301 SUMO: yeast Mot1-301 growth rescue at high temperature, primary screen, SUMOylation pathway inhibitor project, S. cerevisiae, ATP luminescence, 38.5C | S. cerevisiae Mot1-301 growth rescue; percent above DMSO median, 100 means doubled | AID 2716, 2010 | growth rescue, % at 18.8 µM | hit rate 1% among 320,000;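 active = every valid replicate shows activation above 250% relative to neutral control wells; inactive = the rest, any valid replicate at or below 250%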;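 also: OY570 slx delta 5 strain wells were the positive control but not used for scaling; some compounds called inactive have numbers as strong as hits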
SR-BI DiI inh: inhibitors of SR-BI mediated HDL lipid uptake, primary screen, ldlA[mSR-BI] cells, fluorescence, single point | Scavenger receptor class B member 1 (Mus musculus), Q61009 | ldlA[mSR-BI] CHO cells, DiI-HDL uptake fluorescence, 3 h | inhibition, % at 12.5 µM | hit rate 0.96% among 320,000;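 active = mean replicate inhibition of at least 70% and a set share of replicates each scoring 70 or more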;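 also: 0% = median of neutral control wells and 100% = median of positive control wells; values of inactives mirror those of a sister screen read the other way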
SR-BI DiI-HDL act: activators of SR-BI mediated DiI-HDL uptake, primary screen, ldlA[mSR-BI] CHO cells, DiI fluorescence; hit rate 0.096% among 320,000; activation, % at 12.5 µM; 3 h; 100 = double the neutral-control signal;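 active = mean replicate activation of at least 60% and every replicate at or above 60%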;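 also: 0% = median plate neutral-control signal and 100% = twice that signal; values of inactives mirror those of a sister screen read the other way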
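Material: SR-BI-overexpressing, LDLR-lacking CHO cells; schedule: compound exposure 3 h, 37 °C; reagent: DiI-labelled HDL at 10 µg/mL final; technique: bottom-read fluorescence, 550/595 nm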
* marks the source's active call; other numbers are inactive results; nt = no result given.

Sample of the layout:
Arr AP2 block,dFosB act,PKA-R1A act,CDK5 inh,NSD2 HMT inh,DSG3 Ab inh,PKA-R2B activ,MITF TRPM1 HTS,Mot1-301 SUMO,SR-BI DiI inh,compound,SR-BI DiI-HDL act
3,0,-2,0.9,0,107,-7,2,2,1,Cc1cc(SCc2cc(=O)[nH]c3ccccc23)nc2ccccc12,-1
34,-17,-4,0.0,29,94,-4,-9,31,nt,N#Cc1c(-c2ccco2)cc(-c2ccccc2)[nH]c1=O,nt

The list itself, repeating the preview:
Arr AP2 block,dFosB act,PKA-R1A act,CDK5 inh,NSD2 HMT inh,DSG3 Ab inh,PKA-R2B activ,MITF TRPM1 HTS,Mot1-301 SUMO,SR-BI DiI inh,compound,SR-BI DiI-HDL act
3,0,-2,0.9,0,107,-7,2,2,1,Cc1cc(SCc2cc(=O)[nH]c3ccccc23)nc2ccccc12,-1
34,-17,-4,0.0,29,94,-4,-9,31,nt,N#Cc1c(-c2ccco2)cc(-c2ccccc2)[nH]c1=O,nt
9,-3,6,-2.2,nt,106,5,9,5,-12,CCOC(=O)c1ccc(NC(=O)COc2cc(=O)n(CC)c3ccccc23)cc1,12
22,-2,0,-0.5,-7,119,7,2,3,-19,CC(C)CC(NC(=O)OC(C)(C)C)C(=O)NC(C(=O)N1CCCC1C(N)=O)C(C)C (stereo not drawn),19
-24,-8,-22,2.4,-2,105,-17,3,-2,14,CCc1n[nH]c(=S)n1/N=C/c1c[nH]c2ccc(Br)cc12,-14
3,1,-11,-0.1,0,106,-7,nt,-5,-14,O=C1C2CC=C(Cl)CC2C(=O)N1CN(Cc1ccco1)CN1C(=O)C2CC=C(Cl)CC2C1=O (stereo not drawn),14
0,-1,3,0.0,1,97,0,-7,-4,6,COc1cc(NS(=O)(=O)c2ccc(Cl)cc2)c(C(=O)O)cc1OC,-6
-9,-11,-4,0.8,1,110,9,-1,-10,48,COc1ccc(CCC(=O)Nc2ccc(OC)c(S(=O)(=O)N3CCCCC3)c2)cc1OC,-48
-8,-12,-12,-5.2,3,108,-1,3,-15,8,COCC1CCCCN1C(=O)c1ccc2oc(CCCc3ccccc3)nc2c1 (stereo not drawn),-8
6,-10,14,-2.2,nt,95,9,7,27,nt,Cc1ccc(C(=O)O)cc1NC(=S)NC(=O)c1ccc(-c2ccc(Cl)cc2)o1,nt
41,-1,-4,1.3,-1,94,-6,0,-7,-30,CC(C)c1ccc(NC2CCCN(C(=O)CCN3CCCC3=O)C2)cc1 (stereo not drawn),30
-1,17*,-5,-1.2,-1,102,-5,8,299,-10,CC1CCc2sc(C(=O)N/N=C/c3ccc([N+](=O)[O-])cc3)cc2C1 (stereo not drawn),10
16,-6,-7,-0.1,3,nt,-11,nt,-7,-7,Cc1cccc(C2C3=C(CCCC3=O)N=C3c4ccccc4C(=O)C32)c1 (stereo not drawn),7
-4,9,-10,0.6,-2,104,-15,11,-18,28,CC1=CN2C(=N)/C(=C/c3cn(CCCOc4ccccc4C)c4ccccc34)C(=O)N=C2S1,-28
-7,-7,-5,1.5,0,nt,6,-3,2,-18,Cc1cc(C)n(CCc2nc3c4ccccc4n(CC#N)c(=O)n3n2)n1,18
14,-8,-2,1.5,1,107,-8,-5,190,-7,O=c1[nH]cccc1-c1nc2ccccc2n1Cc1ccc(Cl)cc1,7
6,4,-15,1.5,6,89,-17,12,-5,10,CC(C)c1cc(C(F)(F)F)n2nc(C(=O)Nc3ccc(-n4cnnn4)cc3)cc2n1,-10
45,0,6,-1.2,-3,nt,1,-7,-7,-35,CC(C)C(=O)Nc1nnc(SCC(=O)Nc2ccc3c(c2)OCCO3)s1,35
11,-1,-6,-0.1,nt,107,-5,-29,360,-11,COC1(OC)C=CC(=O)C=C1NC(=O)c1ccccc1OC(C)=O,11
28,5,1,-0.4,0,91,-15,-1,-8,-27,Cc1c(NC(=O)C2CCCNC2=O)c(=O)n(-c2ccccc2)n1C (stereo not drawn),27
-6,-11,-1,-0.7,0,100,1,-12,-5,46,COc1ccc(NC(=O)c2n[nH]c(=O)c3ccccc23)cc1S(=O)(=O)N1CCCCC1,-46
-10,-7,9,0.3,6,95,1,-7,nt,-12,S=C(NCc1ccccc1)N1CCn2cccc2C1c1cccnc1 (stereo not drawn),12
1,-6,-11,2.6,3,92,-6,-1,-19,22,NC(=O)c1cc(N2C(=O)C=CC2=O)ccc1Cl,-22
5,-11,3,3.8,-2,103,6,-2,-32,-3,C=CCNC(=S)NNC(=O)c1cc(-c2cccnc2)nc2ccccc12,3
7,0,-9,-0.5,2,122,-9,nt,129,-22,Cc1cc2c(cc1C)N(CC(=O)N1CCCC1)C(=O)CC(c1ccccc1)=N2,22
-6,-7,-4,-3.8,-2,96,-7,-2,100,-4,O=C(CN1CCC(O)(c2ccc(F)cc2)CC1)NCc1ccc(F)cc1,4
-1,-9,8,1.5,2,105,-2,-11,2,13,Oc1ccc(Cl)cc1C1=NNC(c2cccs2)C1 (stereo not drawn),-13
-2,-12,-4,-1.1,-1,115,-2,0,136,-7,COc1ccc(CNC(=S)NCc2ccc(OC)cc2)cc1,7
6,-8,3,-1.3,1,106,-6,2,405,nt,CCOC(=O)C1=C(O)/C(=C\c2ccc(CNS(=O)(=O)c3ccc(Br)cc3)o2)N=C1C,nt
44,-12,-16,-0.7,-1,nt,4,nt,23,28,CSc1sc(-c2ccnc(SCC(=O)C(C)(C)C)n2)c2c1C(=O)CC(C)(C)C2,-28
-1,-11,5,-1.4,-1,102,-1,3,8,-11,CCOC(=O)C1=C(Cn2cnc3ccccc32)NC(=O)NC1c1ccc(Cl)cc1 (stereo not drawn),11
5,-16,-4,-2.1,1,93,10,13,4,7,O=C(Nc1nnc(-c2ccccc2)o1)c1cccc(S(=O)(=O)N2CCOCC2)c1,-7
14,-1,-4,0.2,-5,73,-3,-2,11,-24,CC(=O)Nc1ccc(C(=O)NC2CCCC2)cc1,24
-16,-2,-6,-2.5,-2,126,-6,0,-13,41,CCN(CC)C(=O)Cc1c(OC)ccc2cc(Br)ccc12,-41
30,-11,-4,-3.4,-1,nt,-17,nt,4,0,CCn1nnc(-c2ccccc2NS(=O)(=O)c2ccc(S(=O)(=O)N(C)C3CCCCC3)cc2)n1,0
10,-5,-14,-0.7,nt,103,0,1,-9,61,CCCCNc1c(-c2cccc(-c3cc(C(C)=O)cs3)c2)nc2ccc(C)cn12,-61
-10,6,-16,-0.1,2,98,-7,-1,-19,3,Cc1ccccc1CS(=O)(=O)Cc1ccc(C(=O)NCCCN2CC(C)CC(C)C2)o1 (stereo not drawn),-3
2,3,7,-1.3,1,105,-1,-7,11,-6,CN1CCN(CC(=O)O)CC1,6
0,-6,-12,0.4,nt,101,-6,1,-9,-2,CC1CC(C)(C)N(C(=O)CSc2ccc(-c3ccc(F)cc3)nn2)c2ccccc21 (stereo not drawn),2
11,-17,1,-0.4,-2,nt,-9,2,2,2,COc1cccc(/C=C/C(=O)OCC(=O)NCC2CCCCC2)c1OC,-2
2,-5,-7,0.8,7,114,6,nt,-18,24,Cn1c(-c2ccccc2)c(CCO)c2ccccc21,-24
-6,0,-6,-0.5,1,112,-9,14,-7,-1,C/C=C/c1ccccc1OCc1ccc(C(=O)OC)o1,1
7,-3,-3,0.4,-1,78,10,15,238,-20,Cc1ccc(/C(N)=N/OC(=O)c2ccc3ccccc3c2)cc1,20
19,3,4,1.7,5,103,-7,-3,7,-4,COc1ccc(N2CCN(CC(=O)NC(=O)NCc3ccccc3)CC2)cc1,4
13,-8,13,0.4,0,101,-4,61,-3,67,COC(=O)CCc1sc(Nc2ccccc2)nc1-c1ccc(OC)cc1,-67
43,-7,-2,-0.8,16,94,10,-58,-27,-21,c1coc(-c2nc3nc4ccccc4n3nc2-c2ccco2)c1,21
2,-4,4,0.2,-4,98,-7,0,-7,-9,C=CCNC(=O)c1ccccc1NC(=O)COc1ccccc1,9
7,5,-2,0.1,-3,105,8,nt,-18,-1,CN1CCN(C(=O)c2cc([N+](=O)[O-])ccc2Cl)CC1,1
-1,-17,-10,0.7,2,111,-3,11,-7,24,COc1ccc(-c2cc(=O)oc3cc(OCC(C)=O)ccc23)cc1,-24
0,-8,1,0.9,nt,98,1,-3,-19,-26,N#Cc1ccccc1CN1C(=O)S/C(=C/c2cccn2-c2ccc(C(=O)O)cc2)C1=O,26
15,-1,-9,0.6,0,88,2,42,-17,0,CN(C)CCN(C(=O)c1ccc(S(=O)(=O)N(C)C)cc1)c1nc2cc3c(cc2s1)OCCO3,0
4,-6,-5,1.0,0,103,-3,-1,-12,-4,COC(=O)C1=C(N)N(c2ccccc2F)C2=C(C(=O)CC(C)(C)C2)C1c1ccc(OC)c(OC)c1 (stereo not drawn),4
1,2,-1,0.4,1,nt,-8,-5,-1,23,CCOc1cccc(NC(=O)C2CC(=O)NC(=Nc3ccccc3)S2)c1 (stereo not drawn),-23
5,-7,-5,-1.5,7,nt,-18,0,-7,75*,O=C(c1ccncc1)N1N=C(c2ccc(Br)cc2)CC1c1ccccc1O (stereo not drawn),-75
8,-2,-9,-0.8,-1,nt,-4,-6,nt,-11,CCCCN(C(=O)C1CCN(C(=O)c2ccccc2C)CC1)c1c(N)n(CC(C)C)c(=O)[nH]c1=O,11
35,4,-7,-0.2,0,111,-6,nt,-3,-20,COc1cc(OC)c(OC)cc1CNc1nnnn1C,20
